# CHO-K1 Ca PAM – nonselective activator or artifact in parental CHO-K1 calcium assay; ATP EC20, Fluo-8 calcium fluorescence; 0% at ATP EC20, 100% at ATP max; activation, % at 3 µM; actives 0.02% (n = 360,000);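 active = activation above the run cutoff, the mean activation of all test compounds plus 3 SD, cut at about 40% in these data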;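 note: peak over basal fluorescence ratio in a 140 s read after ATP addition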
# CHRM5 agonist – agonists of human muscarinic M5 receptor (CHRM5) | P08912 | CHO-K1 hM5 cells, Fluo-8 calcium fluorescence; 0% DMSO wells, 100% maximal acetylcholine response | actives 0.19% (n = 360,000) | AID 624037 | activation, % at 3 µM;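 active = activation above the run's mean over test compounds plus 3 SD, cut at about 23% in these data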;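 note: signal is peak over basal fluorescence ratio across the kinetic read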
# Target sequence (P08912 whole entry, looked up): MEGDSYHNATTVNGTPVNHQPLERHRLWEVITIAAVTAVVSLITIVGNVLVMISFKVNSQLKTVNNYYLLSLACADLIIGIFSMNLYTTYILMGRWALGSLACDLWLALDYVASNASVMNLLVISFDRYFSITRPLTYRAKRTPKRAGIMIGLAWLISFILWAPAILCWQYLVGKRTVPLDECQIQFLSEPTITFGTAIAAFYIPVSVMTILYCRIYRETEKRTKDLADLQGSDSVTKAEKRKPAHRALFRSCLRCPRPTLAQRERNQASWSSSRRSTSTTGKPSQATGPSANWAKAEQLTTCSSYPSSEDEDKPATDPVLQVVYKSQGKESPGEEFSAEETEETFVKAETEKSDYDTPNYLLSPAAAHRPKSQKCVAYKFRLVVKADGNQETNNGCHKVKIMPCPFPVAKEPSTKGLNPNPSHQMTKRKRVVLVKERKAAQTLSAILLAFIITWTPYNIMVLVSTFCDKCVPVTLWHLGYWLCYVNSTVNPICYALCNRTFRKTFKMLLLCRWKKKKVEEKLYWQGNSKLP
# TAAR1 ag – agonists of human TAAR1; CHO RD-HGA16 TAAR1, Fluo-8 calcium fluorescence; vehicle wells 0%, saturating PEA agonist 100%; actives 0.99% (n = 360,000); activation, % at 3 µM; AID 624467;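 active = activation above the mean activation of all test compounds in the run plus 3 SD, cut at about 38% in these data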
# Target sequence (Q96RJ0 whole entry, looked up): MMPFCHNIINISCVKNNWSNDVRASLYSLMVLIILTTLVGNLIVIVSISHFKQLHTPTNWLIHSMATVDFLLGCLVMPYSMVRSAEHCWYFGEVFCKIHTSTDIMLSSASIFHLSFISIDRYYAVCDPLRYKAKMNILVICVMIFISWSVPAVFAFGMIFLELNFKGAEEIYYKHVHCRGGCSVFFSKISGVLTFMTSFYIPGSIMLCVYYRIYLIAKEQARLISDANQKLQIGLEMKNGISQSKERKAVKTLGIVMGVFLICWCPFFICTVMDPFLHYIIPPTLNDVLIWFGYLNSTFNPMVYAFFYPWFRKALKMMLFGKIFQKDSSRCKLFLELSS
#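 Assay system – CHO-derived RD-HGA16 cells with stable Gα16 and human TAAR1 · Compound dosing – one-point dosing at 3 µM (nominal) · Incubation – 17-24 h seeding, 75 min 37 °C dye, 30 min RT · Measured by – kinetic Fluo-8 calcium fluorescence · Control set – DMSO vehicle as 0%, PEA at EC100 as 100% · Repeats – single well for each compound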
# M4 PAM – CHRM4 positive allosteric modulation; CHO-K1 hM4/Gqi5, Fluo-8 calcium fluorescence, ACh EC20; 0% = ACh EC20, 100% = maximal ACh; P08173; AID 624126; activation, % at 3 µM; actives 0.4% (n = 360,000);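 active = activation above its plate's cutoff, the mean activation of sample wells plus 3 SD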; note: some results filed as inactive read as strong as hits
# M5 PAM – positive allosteric modulators of human muscarinic M5 receptor; activation, % at 3 µM; P08912; CHO-K1 hM5, Fluo-8 calcium, ACh EC20 PAM; 0% = ACh EC20, 100% = ACh EC100; actives 0.3% (n = 360,000);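 active = activation above the run cutoff, the mean activation of all test compounds plus 3 SD, cut at about 18% in these data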
#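 System – CHO-K1 hM5 cells · Compound – 3 µM, single dose · Incubation – compound preincubation 140 s before EC20 acetylcholine addition · Technique – Fluo-8 calcium fluorescence · Measure – Max/basal fluorescence ratio as % of EC20–EC100 ACh window · Benchmarks – low control EC20 acetylcholine (0%), high control EC100 acetylcholine (100%) · Replication – singlicate, one well per test compound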
# M5 antag – antagonists of human muscarinic M5 receptor (CHRM5). P08912. CHO-hM5 cells, Fluo-8 calcium fluorescence, ACh EC80. inhibition, % at 3 µM. actives 0.59% (n = 360,000);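 active = inhibition above a per-plate cutoff, the mean of that plate's test compounds plus 3 SD, cut at about 27% in these data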;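 note: 0% = acetylcholine EC80 with DMSO and 100% = DMSO without agonist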
# TAAR1 antagonist – human TAAR1 antagonism; Q96RJ0; actives 1.5% (n = 360,000); CHO RD-HGA16 TAAR1, Fluo-8 calcium fluorescence, antagonist; inhibition, % at 3 µM;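 active = inhibition above a per-plate cutoff, the mean inhibition of test compounds on that plate plus 3 SD, cut at about 49% in these data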;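 note: 0% = DMSO plus EC80 beta-PEA response and 100% = DMSO alone without agonist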
#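 Assay system: RD-HGA16 CHO cells with stable hTAAR1 and Gα16 / Reagent: EC80 β-phenethylamine stimulus / Doses: 3 µM, single point / Timing: dye loading 75 min at 37 °C, then 30 min room temperature / Measured by: Fluo-8 intracellular calcium dye fluorescence, real-time kinetic reads / Controls: vehicle wells and EC80 agonist wells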
# CRFBP-R2 agonist – agonists of human CRF-binding protein/CRF-R2 receptor complex; HEK293 CRF-R2/CRF-BP, calcium dye fluorescence (FLIPR); percent of saturating CRF peptide response; actives 0.46% (n = 350,000); activation, % at 13.2 µM; AID 588473;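 active = activation of at least 50%, plus an integration ratio under a set limit after plate pattern correction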;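 note: plate controls were neutral control wells without compound for no effect and CRF at EC100 for full effect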
# CRFR2-BP antag – blocks CRF-induced signaling of the CRF-BP/CRF-R2 complex; HEK293 CRF-R2/CRF-BP, CRF-induced calcium fluorescence; inhibition, % at 11.8 µM; actives 0.59% (n = 350,000); AID 588475;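 active = inhibition of the ligand-induced calcium signal above about 50% at the single tested concentration, limit read from the data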
# Active calls of the source: *; · = not tested or not shown.
# Screens in order – CHO-K1 Ca PAM	CHRM5 agonist	TAAR1 ag	M4 PAM	M5 PAM	M5 antag	TAAR1 antagonist	CRFBP-R2 agonist	CRFR2-BP antag
> CC(=O)Nc1ccc(NC(=O)CSc2nnc3c4ccccc4n(C)c3n2)cc1
  17	-3	-1	6	12	-16	10	1.4	4
> CC(C)(C)c1ccccc1NC(=O)C1=COCCO1
  4	1	3	3	1	-3	-24	-2.0	10
> CCOCCCNC(=S)N(Cc1ccccc1)Cc1nc2ccccc2c(=O)[nH]1
  18	0	4	-5	-1	-6	-5	0.9	32
> CCC(=O)N1c2ccccc2C(N(C(C)=O)c2ccccc2)CC1C (stereo not drawn)
  17	-1	13	4	-2	7	2	-1.1	13
> CCCCCCCCN1C(=O)[C@H](CC(=O)NCCCC)C[C@@]2(C(=O)OC)CCCCC=C12
  13	-3	-2	-3	-3	-1	1	·	·
> O=C(O)CC(C(=O)O)C(c1ccccc1)c1ccccc1 (stereo not drawn)
  -1	2	0	8	8	0	-6	1.0	7
> Cc1cc(Br)cc(C=Nc2ccc(N3CCOCC3)cc2)c1O
  2	2	6	-8	-12	15	18	-0.1	6
> NC(=O)c1ccc(N2CCCCCC2)c([N+](=O)[O-])c1
  22	-1	8	0	-8	1	10	-1.4	-14
> Cc1cccc(Nc2ncnc3c2cnn3Cc2ccccc2)c1
  -1	-4	4	1	3	-6	-3	-0.8	-11
> CCC(=O)c1ccc(OCc2ccccc2)c(OC)c1
  17	-2	8	4	2	-3	-8	-0.5	-20
> Cc1ccccc1Cc1n[nH]c(=S)n1N
  6	2	-3	-5	-1	2	13	0.3	-1
> COc1ccc2[nH]c3c(N4CCN(Cc5ccc6c(c5)OCO6)CC4)ncnc3c2c1
  10	-1	0	3	-7	2	5	-2.5	3
> O=C(C1COc2ccccc2O1)N1CCN(Cc2ccccc2)CC1 (stereo not drawn)
  3	-9	7	11	2	-6	-3	-0.7	9
> CCCCc1c(O)c2cccc3c2n(c1=O)CCC3
  -5	0	4	5	0	5	-23	0.4	9
> COc1ccc(Br)cc1CN(C)CC(=O)NCCc1ccc(S(N)(=O)=O)cc1
  -10	-4	-1	-2	-6	17	8	-1.6	13
> Cc1ccc(S(=O)(=O)NCc2ccccc2)cc1C(=O)N1CCN(c2ccccc2)CC1
  0	-6	9	-1	-10	17	-16	-0.3	1
> CC(C)C[C@H]1CN=C(Nc2ccccc2)N1CCC1CCCC1
  -1	-4	25	-7	-5	9	-6	-0.8	-4
> CC(C)(C)NC(=O)COC(=O)Cc1ccc(Cl)cc1
  17	-4	2	0	7	6	-10	-0.6	3
> COc1ccc(C(C)=O)cc1CSc1ccc(S(=O)(=O)N2CCOCC2)cn1
  -5	-3	8	-8	-6	17	23	1.1	-2
> Cc1cc(C(=O)CN2C(=O)NC3(CCCc4sccc43)C2=O)c(C)n1-c1ccccc1 (stereo not drawn)
  -4	0	2	4	-3	-4	-29	-0.6	-33
> c1ccc(-n2nnnc2SCc2cn3ccccc3n2)cc1
  5	-5	1	1	-9	0	3	1.4	-6
> CCn1c(CNc2ccc(Cl)cc2)nnc1SCc1ccccc1
  11	-10	16	-2	-4	11	13	-3.7	8
> O=C1NC(=O)C2(CCCC2C(=O)O)N1 (stereo not drawn)
  14	3	0	2	-7	7	-9	2.1	-4
> O=C(Nc1cccc(Oc2ccccc2)c1)c1ccc(-n2cncn2)c2ccoc12
  20	3	3	2	1	-3	37	·	·
> Cc1ccc(C(=O)NCC(=O)Nc2ccc3c(c2)CCC3)cc1
  -16	-2	-2	-2	-9	27	-13	-2.5	-4
> CCOc1cc(CNCc2ccccn2)ccc1OCC(=O)NC1CCCCC1
  0	-1	14	-8	-5	2	-7	3.7	-15
> Cc1nnc(NC(=O)CSc2nnc3scc(-c4ccc(C)c(C)c4)n23)s1
  10	4	3	3	1	-4	-5	-5.8	-8
> O=C(CS(=O)(=O)c1c[nH]c2ccccc12)N1CCCCCC1
  10	-1	0	-9	1	-7	-11	-0.2	15
> O=C(NC1CCCCC1)C1CCCN(S(=O)(=O)c2ccc(F)cc2)C1 (stereo not drawn)
  13	-4	-3	-2	-4	10	6	4.4	-14
> CN(c1ccc(F)cc1)S(=O)(=O)c1ccc(Cl)c(C(=O)OCC(=O)NC2CC2)c1
  13	0	1	1	3	5	-1	0.2	7
> O=S(=O)(Nc1c(O)ccc2ccccc12)c1cccc2ccccc12
  -7	1	·	-7	-6	4	·	-2.2	8
> CCC(C(=O)NCCCN1CCN(C)CC1)n1nc(C)n2c(cc3occc32)c1=O (stereo not drawn)
  10	-4	0	3	-6	16	10	-0.4	-4
> CCOC(=O)CC(S(=O)(=O)c1ccccc1)S(=O)(=O)c1ccccc1
  -12	1	9	0	0	-1	-32	-2.2	9
> COc1cc(OC)c(C(=O)Nc2ncn[nH]2)cc1OC
  8	-3	3	-4	1	4	-14	0.8	0
> Nc1nnc(CCCCCCCCCCc2nnc(N)s2)s1
  20	7	9	1	-9	8	5	0.9	3
> COC(=O)CNC(=O)c1sc2ncn(CC(=O)Nc3ccc(C)c(Cl)c3)c(=O)c2c1C
  11	-2	5	2	-4	-5	-2	-1.6	-12
> O=C(c1ccco1)n1c(=S)nc2ccccn21
  -5	-5	4	2	-5	2	-6	0.1	-20
> COc1ccc(NC(=O)COc2ccc(-n3cnnn3)cc2)cc1OC
  -9	7	3	6	-5	0	-5	0.7	-4
> CC(C)=CC(=O)Nc1cccc(S(=O)(=O)NC2=NCCCCC2)c1
  6	5	7	3	-1	-7	-11	-0.3	1
> O=C1CN(C(=O)CSc2nc3c(cnn3-c3ccccc3)c(=O)[nH]2)c2ccccc2N1
  16	1	3	17	1	6	-12	-0.2	6
> Cc1cc(S(=O)(=O)N2CCOCC2)ccc1OCC(=O)N1CCOCC1
  7	-3	0	5	-4	14	4	5.8	35
> Cc1ccc(NC(=O)c2ccc(OCC3CCCO3)cc2)c(C)c1 (stereo not drawn)
  20	-1	4	0	1	4	-8	-0.4	-4
> Cc1cccc(NC(=O)c2ccc3c(c2)C(=O)N(Cc2cccnc2)C3=O)c1C
  16	0	0	5	3	-3	-30	-1.0	2
> CN(C)CCCNC(=O)c1ccc(Cl)c(S(=O)(=O)N2CCCCCC2)c1
  8	-5	-1	-3	-1	12	4	0.5	-3
> O=S(=O)(Nc1ccc(Cl)cc1)c1cccc2cccnc12
  -6	-2	5	-6	-3	4	-8	0.2	-9
> CN(C)c1ccc(/C=C2\N=C(c3ccc(Cl)c([N+](=O)[O-])c3)NC2=O)cc1
  -9	3	16	10	0	5	3	62*	-106
> O=C(NCC1CC1)c1ccc2c3n(nc2c1)-c1ccc(Cl)cc1CO3
  -5	-1	7	7	3	0	1	-1.0	5
> Cc1oc(C(C)(C)C)cc1-c1cc(NC(=O)c2ccc([N+](=O)[O-])cc2)n[nH]1
  0	-4	-2	-5	-10	4	-40	1.4	16
> COc1ccc(N2CCOCC2)c(NC(=O)c2cc3ccccc3o2)c1
  9	0	11	-5	6	5	24	0.5	-22
> Cc1nn(CC(=O)N2CCOCC2)c(=O)c2c1sc1ccccc12
  -3	-4	0	3	-5	10	-1	-1.1	-9

# Later entries:
# Screens in order – CHO-K1 Ca PAM	CHRM5 agonist	TAAR1 ag	M4 PAM	M5 PAM	M5 antag	TAAR1 antagonist	CRFBP-R2 agonist	CRFR2-BP antag
> Cc1cc(C)cc(NC(=O)C(=O)NCc2ccccn2)c1
  -7	-1	0	9	0	7	5	-2.0	18
> Cc1ccc(OCC(=O)NNC(=O)Cn2c(=O)cnc3ccccc32)cc1
  4	2	1	5	1	5	-12	-0.6	0
> Cc1c(CNC2CCCC2)c(C(=O)O)c(C)n1Cc1ccccc1
  -1	-2	1	3	-8	12	-1	0.3	-3
> CC(=O)Nc1ccc(C(=O)/C=C/c2ccc[nH]2)cc1
  -15	-1	3	-18	-2	8	2	4.3	-12
> COc1cc2c(cc1OC)C[N+](C)(C)CC2
  5	-5	3	-1	-4	3	-4	5.3	12
> Cc1cc(NC(=O)CCC(=O)N(c2ccccc2)C2(C(=O)NC3CCCCC3)CCCC2)no1
  -3	-5	11	3	-6	10	-14	9.4	-20
> O=C(COc1ccc(F)cc1)Nc1nnc(-c2ccncc2)s1
  24	1	11	18	1	-8	3	0.3	9
> Cc1ccc(-c2cnc3cc(C)nn3c2)cc1
  16	-4	-1	-2	9	0	-13	-7.7	4
> Cc1cc(C)c2nc(Nc3nc(CSc4nc5ccccc5[nH]4)cc(=O)[nH]3)nc(C)c2c1
  -6	-2	1	-10	-9	12	-16	-0.6	-21
> S=C1SCCCN1Cc1ccc(Cl)cc1
  7	3	1	1	-2	1	1	-0.9	2
> COc1ccc2c(OC)cc(-c3ccccc3)nc2c1
  7	-4	12	2	4	-7	0	-0.1	-16
> O=C(N/N=C/c1ccsc1)c1cc(-c2ccncc2)nc2ccccc12
  24	2	2	-3	3	-6	9	-1.5	11
> O=S(=O)(c1cccs1)N1CCN(C/C=C/c2ccccc2)CC1
  7	-5	7	0	-3	7	12	1.1	-12
> CCCCCn1c(CN2CCCCC2CC)nc2c1c(=O)n(C)c(=O)n2C (stereo not drawn)
  11	-1	0	-4	-3	2	-9	1.5	-2
> O=C(Nc1ccc(N2CCOCC2)cc1)c1ccc(S(=O)(=O)NCc2ccco2)cc1
  9	2	2	3	1	3	-8	3.0	-8
> COc1ccc(CNC(=O)C(=O)NCC2OCCN2S(=O)(=O)c2ccc(C)cc2)cc1 (stereo not drawn)
  -1	-6	-1	0	5	8	-12	-1.9	7
> CC1(C)Cc2noc(N)c2C(C)(C)N1OC(=O)c1ccccc1
  8	1	1	0	7	-9	5	-0.1	4
> C/C(=N\NC(=S)NC1CCCCC1)c1ccc(C#N)cc1
  23	-1	4	-6	-2	-2	-13	0.3	-2
> Brc1ccccc1C1=Nn2c(nnc2-c2ccco2)SC1
  9	3	-1	-10	-9	15	-15	-0.7	6
> Oc1c(C(c2ccccn2)N2CCC(Cc3ccccc3)CC2)cc(Cl)c2cccnc12 (stereo not drawn)
  ·	·	6	·	·	·	11	9.4	-17
> O=C(O)COc1ccc2occ(C(=O)c3ccccc3)c2c1
  10	2	·	4	2	-3	·	-1.3	-1
> CCOc1ccc2nc(NCCNC(=O)c3cc(OC)c(OC)c(OC)c3)c(C#N)cc2c1
  5	-1	1	-5	1	-2	-13	9.1	-5

# 3 of the entries above in order of their number in TAAR1 antagonist, lowest first.
mol | CHRM5 agonist | M4 PAM | M5 PAM | M5 antag | TAAR1 antagonist | CRFBP-R2 agonist | CRFR2-BP antag
O=C(Nc1ccc(N2CCOCC2)cc1)c1ccc(S(=O)(=O)NCc2ccco2)cc1 | 2 | 3 | 1 | 3 | -8 | 3.0 | -8
CC1(C)Cc2noc(N)c2C(C)(C)N1OC(=O)c1ccccc1 | 1 | 0 | 7 | -9 | 5 | -0.1 | 4
Oc1c(C(c2ccccn2)N2CCC(Cc3ccccc3)CC2)cc(Cl)c2cccnc12 (stereo not drawn) | · | · | · | · | 11 | 9.4 | -17

# Hits appear at their usual frequency, and some 4.2% of all compounds hit somewhere here.
